# Source: PubChem
# aSyn yeast rescue: qHTS of alpha-syn Inhibitors: NCGC Sytravon Library Screen; S. cerevisiae alpha-synuclein toxicity rescue, BacTiter-Glo growth, 24 h; Potency, µM (series often up to 46.1 µM), without a hit: at the top dose growth rescue (activation), hits mostly activators; 0.02% of 94,000 active; active = well fitted activation curve with a large enough effect; note: 0% is about no effect
#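 Growth restoration measured by BacTiter-Glo luminescence after 24 hr at 30 deg C; alpha-synuclein yeast, raffinose-pregrown to mid-log, were added at OD600=0.02 in galactose medium onto pinned compounds.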
# * marks the source's active call; other numbers are inactive results; & = joins results of further samples; [ ] = remark or other dose. Potency is the fitted concentration of half-maximal effect.
SMILES,aSyn yeast rescue
CCCNC(=O)c1nnsc1S(=O)c1ccc(Cl)cc1 (configuration not stated),-76%[inhibitor]
O=C(Nc1ccccc1C(=O)OCc1cc(=O)n2ccsc2n1)c1cccc(F)c1,-16%
CCN(CC)S(=O)(=O)c1ccc(NC(=O)CO/N=C(\N)c2ccccc2)cc1,4%
O=C(O)c1cncc(Br)c1,12%
S=c1[nH]nc(-c2ccccn2)n1/N=C/c1ccc(Br)s1,-4%
COc1cccc(NC(=O)Cn2c(=O)n(Cc3ccc(F)cc3)c(=O)c3sc4ccccc4c32)c1,-2%
CCOc1ccc(NC(=O)CN(c2ccccc2OCC)S(=O)(=O)c2ccccc2)cc1,7%
CCOC(=O)c1cc(NC(=O)CC(C)(C)CC(=O)O)ccc1N1CCCCC1,-4%
O=C(NCc1ccco1)C(=O)NCC1OCCN1C(=O)c1ccc(Cl)cc1 (configuration not stated),5%
COc1cccc(CNC(=O)c2ccc3nc(N4CCCCC4)sc3c2)c1OC,3%
CCS(=O)(=O)c1ncc(N(Cc2ccco2)Cc2sccc2C)c(C(=O)Nc2ccc(C)cc2C)n1,3%
Cc1ccc(Cl)cc1N1CCN(S(=O)(=O)c2ccc3[nH]c4c(c3c2)CCCCC4)CC1,-6%
Cc1ccc(-n2nc(CN3CCOCC3)c(-c3ccccc3)c2N)c(C)c1,-4%
CSc1nnc(-c2ccc(S(=O)(=O)N3CCOCC3)cc2)n1C,-5%
COc1ccc(CNC(=S)N2CCN(Cc3ccccc3)CC2)cc1,-14%
COc1ccc([N+](=O)[O-])cc1NC(=O)CN(C)S(=O)(=O)c1ccccc1,-1%
CCc1ccccc1NC1c2ccccc2C(=O)N1Cc1ccco1 (configuration not stated),5%
CCOCCn1c(SCc2cccc(C)c2)nc2c1c(=O)[nH]c(=O)n2C,1%
Cc1cc(C)nc(-n2nc(C)c3c2N(Cc2ccccc2)C(=O)CC3c2ccc(Cl)cc2)n1 (configuration not stated),6%
CC(C)c1ccc(Nc2c(-c3ccsc3)nc3ccc(Cl)cn23)cc1,-4%
Cn1c(=O)cc(SCC(=O)N2CCN(c3ccccc3)CC2)c2ccccc21,12%
C[C@@H]1CN([C@@H](C)CO)C(=O)c2cc(Br)cnc2O[C@H]1CN(C)C(=O)c1ccc2c(c1)OCO2,0%
O=C1[C@H]2[C@@H](c3ccc(C(F)(F)F)cc3)N[C@]3(CCCN(Cc4ccccc4)C3=O)[C@H]2C(=O)N1Cc1ccccc1,14%
Cc1cccc(OCC(=O)NCC(=O)N/N=C/c2ccc(O)cc2O)c1,-6%
Cc1noc(C)c1C(=O)OCC(=O)Nc1cccc(F)c1,-13%
COc1ccc(-n2c(=O)c3sc4ccccc4c3n(C)c2=O)cc1,-5%
CCOC(=O)C1CCCN(C(=O)C2CCN(S(=O)(=O)c3c(C)noc3/C=C/c3ccc(C)cc3)CC2)C1 (configuration not stated),-27%
COc1cc(OC)cc(C(=O)Nc2ccc(S(=O)(=O)Nc3onc(C)c3C)cc2)c1,1%
O=C(N/C=C/n1cnc2cc(C(F)(F)F)ccc21)c1ccc(F)cc1,1%
CS(=O)(=O)N(CC(=O)Nc1ccccc1-c1ccccc1)c1ccc(F)cc1,-17%
CCOC(=O)c1c(S(=O)(=O)NCC(=O)Nc2cc(C)ccc2C)c(C)n(C)c1C,5%
CCOc1ccc(C(=O)O)cn1,0%
Cc1ccc(NC(=O)c2ccccc2-c2ccc(C(F)(F)F)cc2)cc1S(=O)(=O)N1CCOCC1,1%
CSc1nc2sc3c(c2c(=O)n1-c1ccccc1)CCC(C(C)(C)C)C3 (configuration not stated),-7%
Cc1ccc(C(=O)OCC(=O)N2CCC(c3ccccc3)=N2)c(C)c1,5%
Cc1ccc(NC(=O)c2cnn3c(C(F)F)cc(-c4ccccc4)nc23)c(C)c1,5%
COCCN(C(=O)COC(=O)c1cc2ccccc2cc1OC)c1c(N)n(Cc2ccccc2)c(=O)[nH]c1=O,10%
CCOc1ccccc1NC(=O)C1CCCN1S(=O)(=O)c1ccc2c(c1)C(C)(C)C(=O)N2C (configuration not stated),30%
O=C(NC1CCCCCC1)C1CCN(c2nc3ccccc3o2)CC1,-3%
Cc1ccc2c(=O)cc(CSc3nnc(-c4ccccc4)n3C)[nH]c2c1C,5%
CCOC(=O)c1nc(C)nc(Sc2n[nH]c(-c3cc(Cl)cc(Cl)c3)n2)c1C,10%
CC(=O)c1ccc2c(c1)OCCOCCOCCO2,-1%
CC(C)C(NS(=O)(=O)c1ccc2c(c1)oc(=O)n2C)C(=O)NCc1ccccc1 (configuration not stated),8%
CC1(c2ccc3ccccc3c2)NC(=O)N(CC(=O)NCC(C)(C)N2CCOCC2)C1=O (configuration not stated),11%
CCOc1ccc(C(=O)NCC(c2ccc3c(c2)OCO3)N2CCOCC2)cc1 (configuration not stated),7%
COc1cc(NC(=O)CN(C)S(=O)(=O)c2ccc3c(c2)CCCC(=O)N3)cc(OC)c1OC,4%
NS(=O)(=O)c1cccc(NC(=O)C2CC(=O)N(Cc3ccco3)C2)c1 (configuration not stated),7%
Cc1ccc2oc(Nc3nc(-c4ccccc4)cc(=O)[nH]3)nc2c1,7%

# Given with bars between the fields: entries from further up
SMILES | aSyn yeast rescue
CCCNC(=O)c1nnsc1S(=O)c1ccc(Cl)cc1 (configuration not stated) | -76%[inhibitor]
O=C(Nc1ccccc1C(=O)OCc1cc(=O)n2ccsc2n1)c1cccc(F)c1 | -16%
CCN(CC)S(=O)(=O)c1ccc(NC(=O)CO/N=C(\N)c2ccccc2)cc1 | 4%
O=C(O)c1cncc(Br)c1 | 12%
S=c1[nH]nc(-c2ccccn2)n1/N=C/c1ccc(Br)s1 | -4%
COc1cccc(NC(=O)Cn2c(=O)n(Cc3ccc(F)cc3)c(=O)c3sc4ccccc4c32)c1 | -2%
CCOc1ccc(NC(=O)CN(c2ccccc2OCC)S(=O)(=O)c2ccccc2)cc1 | 7%
CCOC(=O)c1cc(NC(=O)CC(C)(C)CC(=O)O)ccc1N1CCCCC1 | -4%
O=C(NCc1ccco1)C(=O)NCC1OCCN1C(=O)c1ccc(Cl)cc1 (configuration not stated) | 5%
COc1cccc(CNC(=O)c2ccc3nc(N4CCCCC4)sc3c2)c1OC | 3%
CCS(=O)(=O)c1ncc(N(Cc2ccco2)Cc2sccc2C)c(C(=O)Nc2ccc(C)cc2C)n1 | 3%
Cc1ccc(Cl)cc1N1CCN(S(=O)(=O)c2ccc3[nH]c4c(c3c2)CCCCC4)CC1 | -6%
Cc1ccc(-n2nc(CN3CCOCC3)c(-c3ccccc3)c2N)c(C)c1 | -4%
CSc1nnc(-c2ccc(S(=O)(=O)N3CCOCC3)cc2)n1C | -5%
COc1ccc(CNC(=S)N2CCN(Cc3ccccc3)CC2)cc1 | -14%
COc1ccc([N+](=O)[O-])cc1NC(=O)CN(C)S(=O)(=O)c1ccccc1 | -1%
CCc1ccccc1NC1c2ccccc2C(=O)N1Cc1ccco1 (configuration not stated) | 5%
CCOCCn1c(SCc2cccc(C)c2)nc2c1c(=O)[nH]c(=O)n2C | 1%
Cc1cc(C)nc(-n2nc(C)c3c2N(Cc2ccccc2)C(=O)CC3c2ccc(Cl)cc2)n1 (configuration not stated) | 6%
CC(C)c1ccc(Nc2c(-c3ccsc3)nc3ccc(Cl)cn23)cc1 | -4%

# Continued:
SMILES,aSyn yeast rescue
Cc1cc(C)cc(NC(=O)c2ccc3c(c2)nnn3C2CCCC2)c1,-8%
COc1ccc(/C(C)=N/NC(=O)c2ccc(NS(=O)(=O)c3cccs3)cc2)cc1,-1%
CCc1ccc(/C=N/Nc2ncnc3nc[nH]c23)cc1,-18%
CN(Cc1ccc(F)cc1Cl)S(=O)(=O)c1cccs1,11%
COc1ccc(CNC(=O)COC(=O)c2ccccc2OCC(=O)Nc2ccc(SC(F)F)cc2)cc1,-12%
Cc1ccc(C(=O)c2cn(Cc3ccccc3C)c3nc(C)ccc3c2=O)cc1,19%
COc1ccc(N(C(=O)c2ccc(C(C)(C)C)cc2)S(=O)(=O)c2ccc(Cl)cc2)cc1,0%
COc1ccc(CNC(=O)c2cc3c(=O)oc4ccc(C)cc4c3s2)c(OC)c1,-1%
CCn1c2ccccc2c2cc(/C=N/n3c(-c4cc(C)[nH]n4)n[nH]c3=S)ccc21,-7%
COc1ccccc1Nc1ccc(C(=O)NCc2cccs2)cn1,-14%
O=C(c1ccc(CS(=O)c2ccc(Br)cc2)o1)N1CCN(C2CCCCC2)CC1 (configuration not stated),6%
COc1ccc(OC)c2sc(N3CCN(C(=O)c4ccc5ncsc5c4)CC3)nc12,-3%
CS(=O)(=O)c1nc([N+](=O)[O-])nn1CCCc1ccccc1,0%
Cc1cc(C)cc(NC(=O)CSc2nc(=O)n(CCN3CCOCC3)c3c2CCC3)c1,0%
O=C(C1CCCO1)N1CCN(S(=O)(=O)c2cc(C(F)(F)F)ccc2Cl)CC1 (configuration not stated),5%
Cc1c(NC(=O)c2cc(-c3ccc(Cl)c(Cl)c3)on2)c(=O)n(-c2ccccc2)n1C,1%&8%
O=C(CCS(=O)(=O)c1ccc(Br)cc1)Nc1ccc(Cl)c(C(F)(F)F)c1,4%
COc1ccc(OC)c(N(C)S(=O)(=O)c2ccc3c(c2)NC(=O)CC(=O)N3)c1,6%
Cc1ccc(C2=NS(=O)(=O)N(C)C(C(=O)Nc3ccc(F)cc3F)=C2)cc1,7%
O=C(Nc1ccc(Cl)cc1)c1ccc2snnc2c1,9%
COc1ccc(-n2c(O)c(/C=N/NS(=O)(=O)c3ccc(C)cc3)c3ccccc3c2=O)cc1OC,-11%
O=C(/C=C/c1ccccc1Cl)N1CCC(c2nc3ccccc3o2)CC1,7%
Cc1ccc(NC(=O)CN(C)Cc2cc(=O)n3ccsc3n2)cc1,-11%
O=C(Nc1cccc(C(=O)O)c1)/C(=C\c1cccc([N+](=O)[O-])c1)NC(=O)c1ccc(Br)cc1,1%
Cc1cc([N+](=O)[O-])nn1CCCC(=O)NCc1ccc(F)cc1,-8%
Cc1ccc2nc(-c3ccc(C)s3)c(Nc3ccc4c(c3)OCCO4)n2c1,-10%
N#Cc1ccsc1NC(=O)C1CC(=O)N(Cc2ccccc2)C1 (configuration not stated),-5%
O=C(CSc1nnc(CCCN2C(=O)c3cccc4cccc(c34)C2=O)n1-c1ccccc1)NCCCN1CCOCC1,-6%
CCOc1ccc(Nc2nc(C)c(NC(=O)c3cccc(F)c3)c(Nc3ccc(OCC)cc3)n2)cc1,-20%
Cc1ccccc1C(=O)N1c2ncnn2C2(CCCCC2)[C@@H]2CCCC[C@@H]21,-6%
CCCCC(=O)Nc1nnc(S(=O)(=O)N2CCCCCC2)s1,-6%
COCCN(C(=O)CCC(=O)Nc1cc(C)on1)C(C(=O)NC(C)(C)C)c1cccc(OC)c1OC (configuration not stated),-10%
CCOc1cc(/C=N/NC(=O)NN(C)c2ncc(C(F)(F)F)cc2Cl)ccc1O,-3%
Cc1c(C(=O)O)sc2[nH]c(=O)n(Cc3ccccc3)c(=O)c12,1%
C[N+]1(CC2COC3(CCCCC3)O2)CCCCC1 (configuration not stated),-9%
CCOc1ccc(CCNC(=O)c2ccc3c(c2)N(Cc2cccc(Cl)c2)C(=O)c2ccccc2S3(=O)=O)cc1OCC,-14%
CCOc1ccc(N/C(N)=N/c2nc(CSc3nnc(C)s3)cc(=O)[nH]2)cc1,-2%
Cc1nnc(SCC(=O)Nc2cccc([N+](=O)[O-])c2)n1CC1CCCO1 (configuration not stated),8%
CCOc1ccc(NC(=O)CN2C(C(=O)OC)=C(c3ccccc3)c3cc(Cl)ccc3S2(=O)=O)cc1,5%
O=C(CSC1=NS(=O)(=O)c2ccccc21)Nc1ccccc1,1%
CC(Sc1nc2c(c(=O)[nH]1)CCCC2)C(=O)Nc1ccc(Br)cn1 (configuration not stated),-7%
COc1cccc(-c2nc(SCC(=O)Nc3ccc4c(c3)OCCO4)c(-c3ccc(C)cc3)[nH]2)c1,-12%
CCOc1ccccc1C(=O)Nc1ccc2c(c1)N(C)C(=O)c1ccccc1S2,-2%
CCCCN(CC)CCNC(=O)c1c(C)oc2ncnc(N3CCOCC3)c12,2%
CCOc1ccc(CNC(=O)c2cc3oc4ccccc4c3n2C)cc1,5%
COc1ccc(N2CC(C(=O)N3CCN(C(=O)c4ccco4)CC3)CC2=O)cc1 (configuration not stated),-9%
COCCNC(=O)c1c(NC(=O)c2cc(=O)c3cc(C)cc(C)c3o2)sc2c1CCCC2,-6%
CON(C)S(=O)(=O)c1cccc(C(=O)Nc2ccc(S(=O)(=O)NC3=NCCCCC3)cc2)c1,-2%
Cc1cc(C)cc(C(=O)NCC(=O)OCC(=O)N2CCCC2)c1,-6%
Cc1cccc(NC(=O)CSc2nc(-c3ccco3)cc(C(F)(F)F)n2)c1C,4%
CC(=O)N1CCCc2cc(S(=O)(=O)N3CCN(c4cccc(C(F)(F)F)c4)CC3)ccc21,8%
COc1ccc(NC(=O)CS(=O)(=O)c2ccccc2Cl)cc1,3%
CCCn1c2ccc(F)cc2c2nnc(SCCN3CCCCC3)nc21,-7%
CCOC(=O)N1CCC(N2C(=O)c3ccccc3C2Nc2ccc3c(c2)OCCO3)CC1 (configuration not stated),-4%
CCC(Sc1nc2nccnc2c(=O)n1Cc1ccc(F)cc1)C(=O)NC1CCCCC1 (configuration not stated),6%
CC1(C)CC(NC(=S)Nc2ccc(S(N)(=O)=O)cc2)CC(C)(C)N1,-3%
CCOc1ccc(NC(=O)c2cn3c4c(ccc(Cl)c4c2=O)OC(C)C3)cc1 (configuration not stated),-2%
CCOc1ccc(S(=O)(=O)N(CC(=O)NCCSc2ccc(C)cc2)c2ccccc2)cc1,-1%
Cc1ccc(CNC(=O)CS(=O)(=O)c2cccc3nsnc23)cc1,-11%
Cc1ccc2c(c1)c1c(c(=O)n(-c3cccc(Cl)c3)c(=O)n1CC(N)=O)n2C,3%
COc1ccccc1N1CCN(CCCNC(=O)c2nnc(Cc3c(F)cccc3Cl)o2)CC1,2%
CCCc1ccc(S(=O)(=O)N2CCC(Oc3ccc(-n4cnnn4)cc3)CC2)cc1,8%

# This is a subset; the hit share may differ from the screen's.
